# Source: PubChem (National Center for Advancing Translational Sciences (NCATS))
# EPAC2 ag: qHTS for Agonist of cAMP-regulated guanine nucleotide exchange factor 4 (EPAC2): primary screen; AID 720711, 2013; Potency, µM (titrated, usually from 154 µM), without a hit: at the top dose activation, usual class: activators; 360,000 tested, 0.079% active; Rap guanine nucleotide exchange factor 4 (Homo sapiens), Q8WZA2; EPAC2 activation, biochemical qHTS; response scale: 100% = 6.5 mM cAMP response; note: potency is the fitted concentration of half-maximal effect; nearly all actives have a fitted effect of over 50% in size
#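 Each well held 100 nM EPAC2, 250 nM RAP1B-BODIPY-GDP and 50 uM GDP. Fluorescence, read at 5-min intervals to 30 min, was referenced to a 6.5 mM cAMP positive control.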
# IL2 activator: qHTS of IL-2 Activators; IL-2 activation reporter assay, cell-based qHTS; stimulated with anti-CD3/CD4/CD28 beads; in transgenic mouse T cells; activation, % (series mostly up to about 46 µM); 360,000 tested, 0.065% active; AID 652025, 2013; in the data active = activation above about 50%; inconclusive = mostly about 30% to 49%; note: 0% is about no effect
#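 Unstimulated transgenic mouse T cells, 750 per well, received compound and, after 60 minutes, anti-CD3/anti-CD4 bead plus anti-CD28 stimulation. EGFP and DsRed were quantified after 18 hours.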
# CCT chaperon mod: High-Throughput Screening for Modulators of Cytosolic Chaperonin Activity; purified chaperonin ATPase assay, HTRF ADP detection, 30 min; activity change, % (test concentration not listed), hits read low; 360,000 tested, 0.3% active; in the data active = activity change below about -30%; note: % is set by controls: 0 for no effect and ±100 for the full control effect
#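 ATPase activity: ADP formed was measured by HTRF Transcreener (665/615 nm ratio) after 30 min at 37 deg C with 10 uM ATP. Compounds screened at one 76 uM concentration against 40 or 20 nM TRiC in Tris pH 7.4/KCl/MgCl2/DTT buffer.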
# EPAC1 antag: qHTS for Antagonist of cAMP-regulated guanine nucleotide exchange factor 3 (EPAC1): primary screen | EPAC1 GEF assay, Rap1b-BODIPY-GDP exchange fluorescence | AID 720709, 2013 | 360,000 tested, 0.14% active | Rap guanine nucleotide exchange factor 3 (Homo sapiens), O95398 | Potency, µM (series often up to 115 µM), without a hit: at the highest dose activity change, negative = inhibition, actives largely listed as inhibitors;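 note: potency is the fitted concentration of half-maximal effect; plate controls were vehicle for no effect and positive control for full effect; nearly all actives have a fitted effect of over 50% in size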
# PI5P4Ka inh: qHTS for Inhibitors of phosphatidylinositol 5-phosphate 4-kinase (PI5P4K); 330,000 tested, 1.2% active; Phosphatidylinositol 5-phosphate 4-kinase type-2 alpha (Homo sapiens), P48426; PI5P4Kalpha enzyme, ADP-Glo luminescence, 60 min; active compounds read low; max response, %; active = max response of -50% or lower; inconclusive = between -30% and -50%; inactive = -30% or higher; note: value at the top dose of about 77 µM; % is set by controls: 0 for no effect and ±100 for the full control effect
#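 Single end-point luminescence (ADP-Glo) quantified ADP from PI5P4Kalpha turnover; ATP 5 microM final, 1 h at RT, 0.1% CHAPS and 0.28 mM EGTA in HEPES pH 7.4.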
# EPAC1 ag: qHTS for Agonist of cAMP-regulated guanine nucleotide exchange factor 3 (EPAC1): primary screen; Rap guanine nucleotide exchange factor 3 (Homo sapiens), O95398; EPAC1 agonist qHTS, biochemical assay; response scale: 100% = response to 6.5 mM cAMP; Potency, µM (doses to about 154 µM), for inactives: at the top dose activation, most hits filed as activators; 360,000 tested, 0.073% active; note: potency is the fitted concentration of half-maximal effect; nearly all actives have a fitted effect of over 60% in size
#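 Normalized to 6.5 mM cAMP, activity reflects EPAC1-catalysed release of BODIPY-GDP from Rap1B, followed kinetically over 30 min at 480 nm excitation, 540 nm emission. Reaction contained 100 nM EPAC1, 250 nM Rap1B-BODIPY-GDP, 50 uM GDP.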
# WRN inhibitor: qHTS for Inhibitors of WRN Helicase. Bifunctional 3'-5' exonuclease/ATP-dependent helicase WRN (Homo sapiens), Q14191. WRN helicase unwinding, fluorescent forked duplex, kinetic. Potency, µM (highest dose often 114 µM), inactives show at the highest dose activity change, negative = inhibition, most hits filed as inhibitors. 360,000 tested, 0.46% active; note: potency is the fitted concentration of half-maximal effect; % is set by controls: 0 for no effect and ±100 for the full control effect; nearly all actives have a fitted effect of over 55% in size
# Target sequence (Q14191 whole entry, looked up): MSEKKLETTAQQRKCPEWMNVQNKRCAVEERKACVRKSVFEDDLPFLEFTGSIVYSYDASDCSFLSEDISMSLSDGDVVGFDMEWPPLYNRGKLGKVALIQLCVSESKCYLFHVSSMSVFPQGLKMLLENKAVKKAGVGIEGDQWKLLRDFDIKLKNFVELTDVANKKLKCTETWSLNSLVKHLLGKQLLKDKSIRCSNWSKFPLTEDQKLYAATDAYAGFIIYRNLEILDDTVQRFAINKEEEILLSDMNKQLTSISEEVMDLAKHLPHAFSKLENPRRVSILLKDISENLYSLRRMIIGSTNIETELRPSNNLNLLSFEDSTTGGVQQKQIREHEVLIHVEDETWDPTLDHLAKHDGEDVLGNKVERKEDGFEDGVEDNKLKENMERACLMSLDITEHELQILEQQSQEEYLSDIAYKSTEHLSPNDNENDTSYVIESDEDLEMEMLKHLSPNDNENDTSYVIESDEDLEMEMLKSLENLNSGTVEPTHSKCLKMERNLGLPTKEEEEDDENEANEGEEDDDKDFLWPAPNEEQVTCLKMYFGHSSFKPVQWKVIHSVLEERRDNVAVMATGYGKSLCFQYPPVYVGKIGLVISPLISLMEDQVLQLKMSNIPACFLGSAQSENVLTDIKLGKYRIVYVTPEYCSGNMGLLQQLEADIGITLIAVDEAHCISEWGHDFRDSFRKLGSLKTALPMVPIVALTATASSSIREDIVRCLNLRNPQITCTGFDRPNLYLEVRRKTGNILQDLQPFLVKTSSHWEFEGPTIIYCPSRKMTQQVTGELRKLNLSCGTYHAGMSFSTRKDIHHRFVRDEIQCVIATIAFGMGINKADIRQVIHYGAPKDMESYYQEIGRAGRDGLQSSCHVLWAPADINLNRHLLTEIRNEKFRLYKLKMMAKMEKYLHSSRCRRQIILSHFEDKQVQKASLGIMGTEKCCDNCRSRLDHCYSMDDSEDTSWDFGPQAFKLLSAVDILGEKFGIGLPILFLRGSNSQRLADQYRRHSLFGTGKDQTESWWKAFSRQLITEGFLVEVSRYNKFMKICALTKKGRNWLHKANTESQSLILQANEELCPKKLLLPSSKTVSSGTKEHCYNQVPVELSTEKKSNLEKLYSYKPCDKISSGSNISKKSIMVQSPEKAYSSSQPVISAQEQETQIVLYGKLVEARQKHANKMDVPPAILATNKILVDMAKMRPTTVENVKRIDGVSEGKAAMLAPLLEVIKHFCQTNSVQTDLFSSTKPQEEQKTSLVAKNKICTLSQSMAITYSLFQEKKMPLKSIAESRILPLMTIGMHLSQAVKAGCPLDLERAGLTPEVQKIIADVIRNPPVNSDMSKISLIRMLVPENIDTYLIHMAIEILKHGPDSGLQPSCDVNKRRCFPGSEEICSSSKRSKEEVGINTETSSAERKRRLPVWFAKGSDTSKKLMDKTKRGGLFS
#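 Enzyme (20 nM final) and test compound sit together 15 min at room temperature before substrate addition. Substrate is a single-forked duplex oligonucleotide (100 nM) labelled with fluorophore and quencher, with 2 mM ATP; helicase unwinding raises red fluorescence, read kinetically.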
# PLK1 PBD block: qHTS for Inhibitors of PLK1-PDB (polo-like kinase 1 - polo-box domain): Primary Screen; Serine/threonine-protein kinase PLK1 (Homo sapiens), P53350; Plk1 PBD binding of FITC phosphopeptide, fluorescence polarization; Potency, µM, for inactives: max response, negative = inhibition, usual class: inhibitors; 360,000 tested, 2.8% active; AID 720504, 2013; note: potency is the fitted concentration of half-maximal effect; series mostly up to about 57 µM; % is set by controls: 0 for no effect and ±100 for the full control effect; nearly all actives have a fitted effect of over 65% in size
# * hit, by the source's call; ? = inconclusive; . = no result given; [ ] = remark or other dose. Unless noted, calls come from the whole dose curve; as a rule, active = well fitted curve in the direction sought with a large enough effect; inconclusive = small, poorly fitted or top-dose-only effect, or another doubt; inactive = no such curve, though single readings can be large; an effect the other way counts as inactive or inconclusive. Not all compounds are listed; the hit share may differ from the screen's.
1) CCn1c(SCC(=O)NCc2ccc(C)cc2)nnc1-c1ccncc1
2) COc1ccc(-c2noc(CSc3ccc(C)cc3)n2)cc1
3) Nc1cccc(-c2cn3cccnc3n2)c1
4) CN(C)CCNC(=O)c1cc2sc3ccccc3c2s1
5) O=C(Nc1cccnc1)c1cccc(S(=O)(=O)N2CCc3ccccc32)c1
6) Cc1ccc2cc(CN(C(=O)c3ccco3)c3ccccc3)c(=O)[nH]c2c1
7) COc1cccc(C2C(C#N)=C(N)Oc3cc(C)n(Cc4ccco4)c(=O)c32)c1 (stereo not drawn)
8) Cc1ccc2c(c1)CC1(CN2C)C(=O)OC2(CCCCC2)OC1=O
assay / entry	1	2	3	4	5	6	7	8
EPAC2 ag	1%	14%	-8%	-9%	3%	1%	-1%	0%
IL2 activator	0.2	-2.3	0.4	0.7	0.7	1.2	-0.7	-1.9
CCT chaperon mod	-0.6	1.9	-2.9	0.3	-5.8	0.4	-14	-1.6
EPAC1 antag	19%	12%	8%	-13%	-8%	4%	3%	-4%
PI5P4Ka inh	.	.	2	1	2	-23	-8	-2
EPAC1 ag	-7%	12%	-3%	0%	-5%	4%	-3%	-4%
WRN inhibitor	-5%	11%	-12%	32%	3%	0%	-14%	-2%
PLK1 PBD block	0%	-8%	30µM*	0%	2%	-18%	-3%	-20%

9) CN(C)CCN(C(=O)C1CCN(S(=O)(=O)c2cccs2)CC1)c1nc2c(F)cccc2s1
10) COCc1cc(C)nc(N2CCN(c3ccccc3)CC2)c1C#N
11) CCn1cc(/C=N\NC(=O)c2csc3ccccc23)c(C)n1
12) Cc1ccc(N2C(=O)N3[C@H](c4cccc(C)c4)[C@@H]4C(=O)N(Cc5ccccc5)C(=O)[C@@H]4[C@]3(C)C2=O)cc1
13) COc1ccc(OC)c(S(=O)(=O)NCC(=O)O)c1
14) CCNC(=S)N/N=C(\C)c1cccc([N+](=O)[O-])c1
15) O=C(NN=Cc1cccc([N+](=O)[O-])c1)c1cc(-c2cccnc2)nc2ccccc12
16) N/C(=N\OC(=O)CCC1CCCC1)c1ccccc1
assay / entry	9	10	11	12	13	14	15	16
EPAC2 ag	7%	10%	4%	2%	11%	2%	6%	5%
IL2 activator	-0.2	-0.3	-2.1	-1.6	-3.2	-2.5	-0.8	1.1
CCT chaperon mod	4.1	1.7	-1.5	-1.4	2.3	-2.6	0.9	-0.6
EPAC1 antag	7%	-19%	-12%	-9%	1%	-7%	18%	-1%
PI5P4Ka inh	5	.	5	5	4	-1	0	0
EPAC1 ag	-7%	23%	-3%	-16%	13%	-3%	-2%	5%
WRN inhibitor	-4%	-1%	0%	-3%	-6%	-5%	8%	-13%
PLK1 PBD block	-5%	-4%	0%	-1%	2%	-27%	-10%	-3%

17) CC1(c2ccc(Cl)cc2)NC(=O)N(CC(=O)N2CCCC2)C1=O (stereo not drawn)
18) CC1(C(=O)NS(=O)(=O)c2ccc3ccccc3c2)CCN1C(=O)Cc1ccc(-c2ccccc2)cc1 (stereo not drawn)
19) Cc1ccc(-c2csc3ncnc(Oc4cccc5ccc(C)nc45)c23)cc1
20) S=C(NCc1ccc(Cl)cc1)NCc1ccccn1
21) Cc1ccc2nc(SC(C(=O)c3ccccc3)c3ccccc3)nc(C)c2c1 (stereo not drawn)
22) CCC(=O)c1ccc(OCC(=O)NCC2(N3CCCCC3)CCCCC2)cc1
23) Cc1ccc(SC(C)C(=O)O/N=C(\N)c2ccncc2)cc1 (stereo not drawn)
24) COc1ccc(/C(N)=N/OC(=O)c2cccc([N+](=O)[O-])c2)cc1
assay / entry	17	18	19	20	21	22	23	24
EPAC2 ag	5%	7%	10%	8%	12%	-4%	12%	2%
IL2 activator	1.0	2.3	-3.9	0.2	-0.5	-0.3	-3.3	1.0
CCT chaperon mod	-0.6	-0.9	0.0	-1.1	0.4	-0.3	-2.5	-1.2
EPAC1 antag	1%	?	-22%	-9%	14%	5%	-4%	9%
PI5P4Ka inh	.	6	2	1	6	1	-1	0
EPAC1 ag	-3%	1%	-5%	4%	-2%	-10%	-8%	-2%
WRN inhibitor	1%	-3%	5%	-1%	6%	0%	0%	1%
PLK1 PBD block	-2%	42µM*	-4%	-6%	-6%	-2%	-24%	-3%

# Ordered by number of heavy atoms (ascending): part of the list above
20) S=C(NCc1ccc(Cl)cc1)NCc1ccccn1
23) Cc1ccc(SC(C)C(=O)O/N=C(\N)c2ccncc2)cc1 (stereo not drawn)
17) CC1(c2ccc(Cl)cc2)NC(=O)N(CC(=O)N2CCCC2)C1=O (stereo not drawn)
21) Cc1ccc2nc(SC(C(=O)c3ccccc3)c3ccccc3)nc(C)c2c1 (stereo not drawn)
18) CC1(C(=O)NS(=O)(=O)c2ccc3ccccc3c2)CCN1C(=O)Cc1ccc(-c2ccccc2)cc1 (stereo not drawn)
assay / entry	20	23	17	21	18
EPAC2 ag	8%	12%	5%	12%	7%
IL2 activator	0.2	-3.3	1.0	-0.5	2.3
CCT chaperon mod	-1.1	-2.5	-0.6	0.4	-0.9
EPAC1 antag	-9%	-4%	1%	14%	?
PI5P4Ka inh	1	-1	.	6	6
EPAC1 ag	4%	-8%	-3%	-2%	1%
WRN inhibitor	-1%	0%	1%	6%	-3%
PLK1 PBD block	-6%	-24%	-2%	-6%	42µM*

# (more compounds)
25) CCc1ccc(-c2nc(CS(=O)CC(=O)NC3CC3)c(C)o2)cc1 (stereo not drawn)
26) CC1CCCCC1NC(=O)c1cc(Cl)nc2ccccc12 (stereo not drawn)
27) N#Cc1ccccc1Cn1c(=O)n(CCC(=O)NCc2ccco2)c(=O)c2ccccc21
28) Cc1cc(C)c(S(=O)(=O)N2CCN(C(=O)CCn3nc(C)c(C)c3C)CC2)c(C)c1
29) CCn1c(Oc2ccccc2C)nc2c1c(=O)n(C)c(=O)n2C
30) COc1cc(C(CCN2CCCC2)c2c(OC)cc(OC)c3c(-c4ccccc4)cc(=O)oc23)cc(OC)c1OC (stereo not drawn)
31) CNC(=O)/C(C#N)=C/c1c(F)cccc1Cl
32) COC(=O)c1ccccc1NC(=O)CN(Cc1ccccc1)S(C)(=O)=O
assay / entry	25	26	27	28	29	30	31	32
EPAC2 ag	-7%	-9%	-1%	-3%	1%	6%	-1%	1%
IL2 activator	0.4	1.7	3.7	-1.3	0.6	-3.6	-4.7	-2.4
CCT chaperon mod	-2.8	-0.4	-2.6	0.9	-2.2	-2.6	0.5	-2.2
EPAC1 antag	8%	-4%	18%	-13%	-1%	-1%	-8%	-1%
PI5P4Ka inh	-1	0	-7	5	1	0	-5	.
EPAC1 ag	7%	1%	8%	0%	2%	-6%	-3%	14%
WRN inhibitor	-1%	5%	-32%[57.1 µM]	-3%	6%	-9%	-14%	-11%
PLK1 PBD block	-27%	8%	0%	-9%	10%	-9%	-21%	-1%

33) O=C(COC(=O)Cc1c[nH]c2ccccc12)NC1CCCCC1
34) CCn1c2ccccc2c2nnc(SCCN3CCCCC3)nc21
35) CCOc1ccc(-c2c(C(=O)N/N=C(\C)c3ccncc3)nnn2-c2nonc2N)cc1
36) COc1ccc(NC(=O)CC(NC(C)c2ccccc2)C(=O)O)cc1 (stereo not drawn)
37) CCOC(=O)CN1C=C(c2ccc3ccccc3n2)C(C[N+](=O)[O-])c2ccccc21 (stereo not drawn)
38) O=C1CS(=O)(=O)c2ccccc2N1
39) COc1cc(OC)c(C(=O)OCC(=O)N2CCOCC2)cc1OC
40) CCNC(=O)N(CCOC)CC1CCCN(C2Cc3ccccc3C2)C1 (stereo not drawn)
assay / entry	33	34	35	36	37	38	39	40
EPAC2 ag	5%	7%	-5%	8%	10%	5%	10%	-1%
IL2 activator	-0.6	0.1	0.0	-0.2	7.7	0.3	0.0	-0.6
CCT chaperon mod	-0.4	-0.4	1.5	-0.4	-0.7	3.3	-0.1	-1.5
EPAC1 antag	4%	0%	0%	-13%	-2%	0%	14%	-26%
PI5P4Ka inh	-1	-3	2	3	7	1	0	0
EPAC1 ag	-9%	9%	2%	5%	-2%	-4%	3%	-6%
WRN inhibitor	-3%[57.1 µM]	-5%	-8%	1%	-6%	-8%	8%	7%
PLK1 PBD block	?	-22%	1%	-3%	-19%	-7%	-1%	-14%

41) Nc1nc2ccc(Br)cc2s1
42) CCOC1(c2ccccc2)CC1C(=O)N/N=C/c1cccc([N+](=O)[O-])c1 (stereo not drawn)
43) Cc1ccc(SC[C@H](C)CN2CC[C@H](NC(=O)OCc3ccccc3)CCC2=O)cc1
44) O=C(CCN1C(=O)/C(=C/c2ccccc2)SC1=S)NNC(=O)c1cccnc1
45) COc1cc(S(=O)(=O)N2CCOCC2)ccc1NC(=O)c1cc2c(s1)CCC2
46) CSc1ccccc1C(=O)C1CCCN(C(=O)c2cc(C(C)C)no2)C1 (stereo not drawn)
47) Cc1c(Cl)cccc1NS(=O)(=O)c1c(C(=O)N2CCOCC2)c(C)n(C)c1C
48) CC(C)C[C@H]1CN([C@@H](Cc2ccccc2)CN2CCC[C@H]2CN2C(=O)C(=O)NC[C@@H]2Cc2ccccc2)C(=O)C(=O)N1CCc1ccccc1
49) CN(CC(=O)Nc1c(Cl)cccc1Cl)C(=O)C1CCN(C(=O)Nc2ccccc2)CC1
assay / entry	41	42	43	44	45	46	47	48	49
EPAC2 ag	-3%	-5%	6%	3%	0%[15.6 µM]	11%	6%	0%	0%
IL2 activator	0.4	-0.8	-0.4	-1.6	-0.7	-2.1	-1.0	0.6	-1.0
CCT chaperon mod	1.8	-5.2	-3.9	-2.3	1.3	-3.9	-2.1	-0.3	-3.6
EPAC1 antag	16%	9%	-8%	-4%	-6%	0%	-11%	-1%	-14%
PI5P4Ka inh	5	1	3	7	5	2	2	-3	4
EPAC1 ag	-13%	5%	-2%	2%	4%	8%	3%	5%	-6%
WRN inhibitor	3%	1%	12%	-7%	-19%	0%	-7%	-1%	-8%
PLK1 PBD block	6%	2%	1%	0%	1%	-22%	-10%	-7%	-6%
